Source: PubChem BioAssay (National Center for Advancing Translational Sciences (NCATS))
TRb SRC2 PPI – qHTS for Inhibitors of the Interaction of Thyroid Hormone Receptor and Steroid Receptor Coregulator 2 | Thyroid hormone receptor beta (Homo sapiens), P10828 | TRbeta-SRC2 peptide binding, fluorescence polarization; receptor liganded with 1 µM T3 | Potency, µM (titrated, usually from 106 µM), for inactives: top-dose activity change, negative = inhibition, actives largely listed as inhibitors | 280,000 compounds, 0.065% hits;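 also: plate controls were bound peptide for no effect and peptide without receptor for full effect; nearly all actives have a fitted effect of over 50% in size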
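Read-out is fluorescence polarization (555 nm excitation, 632 nm emission) of a Texas Red SRC2 coactivator peptide; loss of signal reflects blocked binding to human TRb ligand-binding domain in the presence of 1 uM T3.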
RECQ1 helicase – qHTS Assay for Inhibitors of RecQ-Like Dna Helicase 1 (RECQ1); RECQ1 DNA unwinding, red fluorescence kinetic read; 240,000 compounds, 0.54% hits; Potency, µM (top dose mostly 57.3 µM), for the others: at the top dose activity, negative = inhibition, hits mostly inhibitors; ATP-dependent DNA helicase Q1 (Homo sapiens), P46063; AID 2549, 2010;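 also: plate controls were vehicle for no effect and no enzyme for full effect; nearly all actives have a fitted effect of over 30% in size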
Target sequence (P46063 whole entry, looked up): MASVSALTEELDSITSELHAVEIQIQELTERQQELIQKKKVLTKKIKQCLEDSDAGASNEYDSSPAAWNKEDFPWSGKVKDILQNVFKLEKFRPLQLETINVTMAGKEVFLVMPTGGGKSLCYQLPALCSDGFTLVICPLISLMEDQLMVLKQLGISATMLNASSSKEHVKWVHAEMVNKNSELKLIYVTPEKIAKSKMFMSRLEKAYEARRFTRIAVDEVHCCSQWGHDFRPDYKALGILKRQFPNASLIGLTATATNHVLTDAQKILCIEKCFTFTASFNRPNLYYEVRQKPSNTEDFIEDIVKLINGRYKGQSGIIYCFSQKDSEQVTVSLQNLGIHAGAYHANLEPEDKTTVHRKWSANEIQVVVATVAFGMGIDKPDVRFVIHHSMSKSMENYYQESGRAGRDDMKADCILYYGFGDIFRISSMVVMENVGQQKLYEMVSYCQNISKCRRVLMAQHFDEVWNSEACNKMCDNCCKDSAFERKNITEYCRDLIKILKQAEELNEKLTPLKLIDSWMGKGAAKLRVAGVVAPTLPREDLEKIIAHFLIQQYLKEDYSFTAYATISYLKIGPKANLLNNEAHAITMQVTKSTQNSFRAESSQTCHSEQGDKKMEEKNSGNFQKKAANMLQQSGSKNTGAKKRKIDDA
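50 nM RECQ1T1 preincubated 15 min with compound in Tris pH 8.0 buffer with MgCl2, DTT, Tween-20 and 2.5 ug/ml poly(dI-dC); started with 200 nM TAMRA/BHQ-2 forked duplex and 2 mM ATP. Unwinding read as fluorescence (525/598 nm), two reads 2 h apart.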
TexasRed fluor – Total Fluorescence Counterscreen for Inhibitors of the Interaction of Thyroid Hormone Receptor and Steroid Receptor Coregulator 2. Potency, µM (highest dose often 106 µM), for inactives: top-dose fluorescence change, negative = quenching. 280,000 compounds, 0.29% hits. TRb/SRC2 Texas Red total fluorescence interference. AID 1479, 2009; active = well fitted curve in either direction with a large enough effect; inconclusive = small, poorly fitted or top-dose-only effect
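Human TRβ ligand-binding domain (0.6 uM) and Texas Red SRC2 peptide (20 nM) in Tris buffer with 1 uM T3 and 5% DMSO were incubated with pinned compound for 5 hr at ambient temperature. Total fluorescence was computed as S + 2P (555/632 nm).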
LMNA splice mod – qHTS Assay for Modulators of Lamin A Splicing. HeLa LMNA splicing GFP/RFP minigene ratio, 48 h. 200,000 compounds, 0.01% hits. Potency, µM (top dose mostly 46.1 µM), for the others: at the top dose ratio change, negative = inhibition, usual class: inhibitors. AID 1487, 2009; active = well fitted inhibition curve with a large enough effect in the signal ratio, with a control signal flat, not every such curve was filed as active; inconclusive = small, poorly fitted or top-dose-only effect, or effect the other way, or a change in a side signal; the % refers to the signal ratio
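Read-out is the ratio of GFP to DsRed2 object intensity, acquired by 488 nm laser-scanning cytometry on HeLa lamin A-EGFP minigene reporter cells. Compound incubation 48 hrs at 37 °C in Opti-MEM with 2% FBS; DMSO 0.5% final.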
* hit, by the source's call; ? = inconclusive; . = no result given; & = joins results of further samples; [ ] = another dose, or the depositor's remark. Unless noted, calls follow the shape of the dose curve; as a rule, active = well fitted curve in the direction sought with a large enough effect; inconclusive = small, poorly fitted or top-dose-only effect, or another doubt; inactive = no such curve, though single readings can be large; an effect the other way counts as inactive or inconclusive. Unless noted, % is scaled to controls: 0 for no effect and ±100 for the full control effect; potency is read from the fitted curve at half-maximal effect. These rows are one share of the data, so the mix of outcomes need not match the whole.

Preview (seven entries):
Results follow in this order: TRb SRC2 PPI, RECQ1 helicase, TexasRed fluor, LMNA splice mod
Cc1cccc(CN2CC=C(c3noc(CCC(=O)Nc4ccc(C)c(F)c4)n3)CC2)c1
→ 2%, ., -2%, ?
CCc1nc(SC)ncc1C(=O)Nc1ccc(Cl)cc1C(=O)c1ccccc1
→ 3%, ., 6%, ?
CCCc1nc(SC)ncc1C(=O)Nc1ccc(Cl)cc1C(=O)c1ccccc1
→ 7%, ., -7%, -30%[46 µM]
COc1ccc(CN2CCc3nc(N4CCN(c5ccc(F)cc5)CC4)ncc3C2)c(OC)c1OC
→ 7%, ., -3%, ?
Cc1ccccc1-c1nn2c(=O)cc(CN3CCN(C(=O)COc4ccccc4Cl)CC3)nc2s1
→ -2%, ., -2%, ?
CCOC(=O)c1ccc(NC(=O)CSc2cc(=O)n(CC)c3ccccc23)cc1
→ -5%, ., -1%, ?
Cc1ccccc1C(=O)Nc1ccc(C(=O)OCc2cc(=O)n3nc(C4CC4)sc3n2)cc1
→ -6%, ., 0%, ?

The whole of this part, from the first entry:
Results follow in this order: TRb SRC2 PPI, RECQ1 helicase, TexasRed fluor, LMNA splice mod
Cc1cccc(CN2CC=C(c3noc(CCC(=O)Nc4ccc(C)c(F)c4)n3)CC2)c1
→ 2%, ., -2%, ?
CCc1nc(SC)ncc1C(=O)Nc1ccc(Cl)cc1C(=O)c1ccccc1
→ 3%, ., 6%, ?
CCCc1nc(SC)ncc1C(=O)Nc1ccc(Cl)cc1C(=O)c1ccccc1
→ 7%, ., -7%, -30%[46 µM]
COc1ccc(CN2CCc3nc(N4CCN(c5ccc(F)cc5)CC4)ncc3C2)c(OC)c1OC
→ 7%, ., -3%, ?
Cc1ccccc1-c1nn2c(=O)cc(CN3CCN(C(=O)COc4ccccc4Cl)CC3)nc2s1
→ -2%, ., -2%, ?
CCOC(=O)c1ccc(NC(=O)CSc2cc(=O)n(CC)c3ccccc23)cc1
→ -5%, ., -1%, ?
Cc1ccccc1C(=O)Nc1ccc(C(=O)OCc2cc(=O)n3nc(C4CC4)sc3n2)cc1
→ -6%, ., 0%, ?
O=C(Nc1ccc2c(c1)OCCO2)c1cccn(Cc2cccc(F)c2)c1=O
→ -5%, ., -2%, ?
Cc1ccc(NC(=O)N(Cc2ccc3c(c2)OCO3)C2CCN(Cc3ccccc3)CC2)cc1Cl
→ -3%, ., 7%, ?
Cc1cc(-n2c(/C=C/c3cccs3)nc3ccccc3c2=O)ccc1Br
→ -12%, ., 0%, -14%[46 µM]

Next part; the last 3 above are carried over.
Results follow in this order: TRb SRC2 PPI, RECQ1 helicase, TexasRed fluor, LMNA splice mod
O=C(Nc1ccc2c(c1)OCCO2)c1cccn(Cc2cccc(F)c2)c1=O
→ -5%, ., -2%, ?
Cc1ccc(NC(=O)N(Cc2ccc3c(c2)OCO3)C2CCN(Cc3ccccc3)CC2)cc1Cl
→ -3%, ., 7%, ?
Cc1cc(-n2c(/C=C/c3cccs3)nc3ccccc3c2=O)ccc1Br
→ -12%, ., 0%, -14%[46 µM]
O=c1c2ccccc2nc(/C=C\c2ccccc2F)n1-c1ccc(O)cc1
→ 3%, ., -2%, ?
COc1ccccc1NC(=O)N(Cc1ccco1)C1CCN(C(C)=O)CC1
→ -6%, ., ?, 9%[46 µM]
CC(C)(C)OC(=O)N1CCC(c2c(C(=O)N3CCN(Cc4ccccc4)CC3)cnn2-c2ccc(Cl)cc2)CC1
→ 1%, ., ?, -11%[46 µM]
O=C(Nc1ccc(Br)cc1)c1ccc(Cl)c(S(=O)(=O)N2CCCCCC2)c1
→ 0%, ., -2%, ?
C[C@@H](C1CC[C@@]2(O)C3=CC(=O)[C@@H]4C[C@@H](O)[C@@H](O)C[C@]4(C)[C@H]3CC[C@]12C)[C@H](O)CCC(C)(C)O (stereo not given in full)
→ -3%, -4%, 1%, .
O=C1CCc2cccc3c2N1CC3
→ -13%, -9%, ?, .
CCc1cccc(CC)c1NC1=NCCN1
→ 8%, 10%, 1%, .
CC[C@H](C)[C@H](NC(=O)CN)C(=O)N[C@@H](CC(C)C)C(=O)NCC(=O)N[C@@H](Cc1ccccc1)C(=O)N[C@H](C(=O)N[C@@H](Cc1ccccc1)C(=O)N[C@H](C(=O)N[C@@H](CC(C)C)C(=O)O)[C@@H](C)O)C(C)C
→ 8%, -7%, -2%, .
CCCCC(C#N)(Cn1cncn1)c1ccc(Cl)cc1 (stereo not given)
→ -2%, -6%, 0%, .
CSCC[C@H](NC(=O)[C@H](CC(C)C)NC(=O)[C@@H](Cc1cnc[nH]1)NC(=O)[C@H](Cc1ccccc1)NC(=O)[C@@H](Cc1ccccc1)NC(=O)[C@@H](N)Cc1ccc(O)cc1)C(N)=O
→ 9%, -4%, 4%, .

Continuation.
Codes: A = TRb SRC2 PPI; B = RECQ1 helicase; C = TexasRed fluor; D = LMNA splice mod
canonical_smiles: CC(=O)CC(c1ccccc1)c1c(O)c2cc(O)ccc2oc1=O (stereo not given)
  A = 0%; B = -7%; C = -29%; D = .
canonical_smiles: ClC1=C(Cl)C(Cl)(C2(Cl)C(Cl)=C(Cl)C(Cl)=C2Cl)C(Cl)=C1Cl
  A = .; B = ?; C = 32µM*[quencher]; D = .
canonical_smiles: O=C(Nc1cccc(C(=O)Nc2cc(C(=O)Nc3ccc([S+](=O)([O-])[O-])c4cc([S+](=O)([O-])[O-])cc(SOOO)c34)ccc2F)c1)Nc1cccc(C(=O)Nc2cc(C(=O)Nc3ccc([S+](=O)([O-])[O-])c4cc([S+](=O)([O-])[O-])cc([S+](=O)([O-])[O-])c34)ccc2F)c1
  A = 28%; B = 11µM*; C = -2%; D = .
canonical_smiles: CCOP(=S)(OCC)O/N=C(\C#N)c1ccccc1Cl
  A = -6%; B = -12%; C = -5%; D = .
canonical_smiles: CCCCCCCCCCCCN=C(N)N
  A = -2%; B = -3%; C = -2%; D = .
canonical_smiles: C=C1[C@@H]2C[C@]3(C(CC2=O)[C@]24C5C[C@H]3[C@H]2N(CC)C[C@]5(C)CC[C@@H]4O)[C@@H]1O (stereo not given in full)
  A = 2%; B = 2%; C = 1%; D = .
canonical_smiles: c1cc(-c2cnn3cc(-c4ccc(OCCN5CCCCC5)cc4)cnc23)ccn1
  A = -12%; B = 0%; C = ?; D = .
canonical_smiles: CCNN
  A = 4%; B = -4%; C = 4%; D = .
canonical_smiles: Nc1ncnc2c1ccn2[C@@H]1O[C@H](CO)[C@@H](O)[C@H]1O
  A = 9%; B = -3%; C = 2%; D = .
canonical_smiles: CCCC(Cn1cncn1)c1ccc(Cl)cc1Cl (stereo not given)
  A = -14%; B = -3%; C = 2%; D = .
canonical_smiles: COc1cccc([C@@]2(O)CCCCC2CN(C)C)c1 (stereo not given in full)
  A = -4%&-1%; B = -5%&-3%; C = 1%&-1%; D = .
canonical_smiles: CCN(CC)C(=O)C(C)Oc1cccc2ccccc12 (stereo not given)
  A = 0%; B = -8%; C = 0%; D = .
canonical_smiles: CCOP(=S)(OCC)Oc1ccc(Cl)cc1Cl
  A = 1%; B = -8%; C = 2%; D = .
canonical_smiles: CCCCCCC(=O)CCCCCC/C=C/C[C@@H](O)[C@H](O)[C@@](N)(CO)C(=O)O
  A = 1%; B = -18%; C = -2%; D = .
canonical_smiles: Nc1ncnc2c1nc(Sc1ccc(Cl)cc1)n2[C@@H]1O[C@@H]2COP(O)(=S)O[C@H]2[C@H]1O (stereo not given in full)
  A = -3%; B = -14%; C = 3%; D = .
canonical_smiles: CC(=O)C1CCC2C3CCC4CC(C)(O)CCC4(C)C3CCC12C (stereo not given)
  A = 18%; B = 1%; C = 0%; D = .
canonical_smiles: O=P1(Oc2ccccc2)CC=CC(COC(c2ccccc2)(c2ccccc2)c2ccccc2)O1 (stereo not given)
  A = 0%; B = -16%; C = -2%; D = .
canonical_smiles: O=P(O)(O)CCCl
  A = 1%; B = 0%; C = -9%; D = .
canonical_smiles: CN(C(=O)COc1nc2ccccc2s1)c1ccccc1
  A = -3%; B = -3%; C = 0%; D = .
canonical_smiles: C[C@@H]1C[C@H](C)C[C@H](C)[C@@H](O)CC(=O)O[C@H]([C@H]2CCC[C@H]2C(=O)O)C/C=C/C=C(/C#N)[C@H](O)[C@@H](C)C1
  A = -1%; B = -14%; C = 2%; D = .
